# Screening data deposited in PubChem BioAssay by National Center for Advancing Translational Sciences (NCATS).
# GLS inhibitor: blocks human kidney-isoform glutaminase activity; Potency, µM (doses to about 45.5 µM), without a hit: at the highest dose activity change, negative = inhibition, hits mostly inhibitors; 410,000 compounds, 0.21% hits; O94925; GLS enzymatic activity, qHTS titration; AID 624170; note: % is set by controls: 0 for no effect and ±100 for the full control effect
# Target sequence (O94925 whole entry, looked up, canonical isoform): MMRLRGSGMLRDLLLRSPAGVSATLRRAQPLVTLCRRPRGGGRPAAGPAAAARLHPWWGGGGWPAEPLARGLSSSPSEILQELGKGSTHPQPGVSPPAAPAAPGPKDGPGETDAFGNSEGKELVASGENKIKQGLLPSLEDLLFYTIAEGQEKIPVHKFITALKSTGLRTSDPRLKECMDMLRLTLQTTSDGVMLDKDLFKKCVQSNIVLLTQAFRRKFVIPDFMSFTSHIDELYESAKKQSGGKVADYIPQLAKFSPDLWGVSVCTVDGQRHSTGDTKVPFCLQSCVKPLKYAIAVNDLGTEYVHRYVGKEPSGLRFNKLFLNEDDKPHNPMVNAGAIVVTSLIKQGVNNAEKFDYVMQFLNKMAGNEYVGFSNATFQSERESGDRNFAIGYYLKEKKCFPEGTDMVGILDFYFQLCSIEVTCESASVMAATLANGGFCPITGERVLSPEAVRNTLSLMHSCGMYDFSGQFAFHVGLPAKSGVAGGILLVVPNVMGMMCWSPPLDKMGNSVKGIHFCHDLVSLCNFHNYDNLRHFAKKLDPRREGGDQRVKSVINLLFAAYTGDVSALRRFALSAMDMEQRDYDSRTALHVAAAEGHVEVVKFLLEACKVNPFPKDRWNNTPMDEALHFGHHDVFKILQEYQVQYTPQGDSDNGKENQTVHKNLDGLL
#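 hKGA in 45 mM KH2PO4 (pH 8.2), 0.02% Tween-20 with compound, then 1mM L-Glutamine (stock as added) plus glutamate oxidase/HRP/Amplex red coupling mix. Fluorescence read initially and after 30 min at RT; signal change reflects glutamate formation.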
# RGS4 inh: blocks human RGS4-accelerated GTP hydrolysis | P49798 | Transcreener GDP fluorescence polarization, RGS4-accelerated GTP hydrolysis | Potency, µM (doses to about 114 µM), for inactives: at the top dose activity change, negative = inhibition, hits mostly inhibitors | 390,000 compounds, 0.039% hits; note: % is set by controls: 0 for no effect and ±100 for the full control effect; nearly all actives have a fitted effect of over 75% in size; some results filed as inactive show a strong effect at the top dose
#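 MLSMR compounds (23 nl, pin-transferred) preincubated 10 min at room temperature with a 500nM (2x) first reagent, then RGS4 at 900nM (2x) plus Transcreener GDP mix added; fluorescence polarization (620/688 nm) read before and after 90 min at 30 °C.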
# HP1b binding inh: blocks HP1-beta chromodomain binding to methylated histone tails | P83916 | AlphaScreen HP1-beta / biotin-H3K9me3 peptide binding | Potency, µM (highest dose often 114 µM), inactives show at the top dose activity change, negative = inhibition, usual class: inhibitors | 390,000 compounds, 0.56% hits | AID 540317; note: nearly all actives have a fitted effect of over 70% in size; inactives centre near 23
#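 AlphaScreen: HP1-beta (50 nM) preformed 30 min with biotin-H3(1-18)K9me3 peptide (50 nM) in PBS pH 7.4, 0.01% Tween-20. Compound added for 30 min at RT, then streptavidin donor/nickel chelate acceptor beads (10 ug/mL) for 30 min.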
# Pin1 inh: human Pin1 inhibition. AID 504891. Potency, µM (highest dose often 115 µM), inactives show top-dose activity, negative = inhibition, usual class: inhibitors. Pin1 FP peptide displacement, HiFluor488, 10 min. 390,000 compounds, 0.009% hits; active = well fitted inhibition curve with a large enough effect in the polarisation, with a control signal flat, not every such curve was filed as active; inconclusive = small, poorly fitted or top-dose-only effect, or effect the other way, or a change in a side signal; inactive = no such curve, though single readings can be large or run the other way; the % refers to the polarisation; note: % is set by controls: 0 for no effect and ±100 for the full control effect
# ALOX12 inh: inhibitors of human 12S-lipoxygenase ALOX12; P18054; purified 12hLO, xylenol orange hydroperoxide absorbance; Potency, µM (top dose mostly 108 µM), for the others: at the top dose activity change, negative = inhibition, actives largely listed as inhibitors; 580,000 compounds, 1.1% hits; note: % is set by controls: 0 for no effect and ±100 for the full control effect
#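 Hydroperoxide product was detected by ferrous iron/xylenol orange as the 573 to 405 nm absorbance ratio. Arachidonic acid at 40 uM (final) was turned over for 30 min at room temperature by 150 nM human 12hLO, pH 7.0 Hepes buffer, after 15 min compound preincubation.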
# ERG-DNA inh: blocks human ERG Ets domain binding to DNA; P11308; fluorescence polarization, His-ERG Ets domain / labelled DNA; Potency, µM (series often up to 76.9 µM), for inactives: at the highest dose FP activity, negative = inhibition, actives largely listed as inhibitors; 370,000 compounds, 0.028% hits; AID 624246; active = well fitted inhibition curve with a large enough effect in the polarisation, with a control signal flat; inconclusive = small, poorly fitted or top-dose-only effect, or effect the other way, or a change in a side signal; inactive = no such curve, though single readings can be large or run the other way; the % refers to the polarisation;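 note: polarization taken with two DNA probes labelled with fluorescein and Texas red; % of control where 0% means no effect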
#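 His-tagged ERG Ets domain (1 uM in the protein solution; 300mM KCl, 50mM Tris-HCl, 1mM EDTA, 1mM DTT, pH 7.5) received compound, then a probe mix of 5 nM fluorescein-DNA and 100nM Texas-615-DNA. Fluorescence polarization was read for both dyes.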
# Tb PGK inh: blocks T. brucei phosphoglycerate kinase | P07378 | PGK/GAPDH coupled, Kinase-Glo luminescence, 60 min | Potency, µM (series often up to 57.5 µM), without a hit: at the highest dose activity change, negative = inhibition, usual class: inhibitors | 380,000 compounds, 0.043% hits; note: % is set by controls: 0 for no effect and ±100 for the full control effect; nearly all actives have a fitted effect of over 60% in size
# Target sequence (P07378 whole entry, looked up): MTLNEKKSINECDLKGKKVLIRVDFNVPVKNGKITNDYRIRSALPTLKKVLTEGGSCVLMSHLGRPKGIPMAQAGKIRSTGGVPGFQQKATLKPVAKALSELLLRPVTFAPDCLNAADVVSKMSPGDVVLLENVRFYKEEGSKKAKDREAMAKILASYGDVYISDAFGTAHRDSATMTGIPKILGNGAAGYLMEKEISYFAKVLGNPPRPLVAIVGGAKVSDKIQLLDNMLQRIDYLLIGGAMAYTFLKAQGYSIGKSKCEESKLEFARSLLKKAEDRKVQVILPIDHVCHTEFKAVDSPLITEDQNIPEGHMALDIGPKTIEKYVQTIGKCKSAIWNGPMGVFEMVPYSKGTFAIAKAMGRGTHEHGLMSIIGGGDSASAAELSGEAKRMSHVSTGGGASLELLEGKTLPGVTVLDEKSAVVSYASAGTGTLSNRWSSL
#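 Recombinant glycosomal PGK reaction used 1,3-bisphosphoglycerate generated in-well by GAPDH (100nM final) in 100mM TEA pH 7.6, 5mM MgCl2, 0.01% Tween-20. After 60 minutes at room temperature, ATP was read by Kinase-Glo Plus luminescence end-point.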
# JMJD2A Tudor inh: inhibitors of human JMJD2A Tudor domain. O75164. AlphaScreen JMJD2A-Tudor / H3K4me3 peptide binding. Potency, µM (doses to about 114 µM), for inactives: at the highest dose activity change, negative = inhibition, usual class: inhibitors. 390,000 compounds, 4.4% hits. AID 504339; note: % is set by controls: 0 for no effect and ±100 for the full control effect; nearly all actives have a fitted effect of over 50% in size
# TrxR1 inh: rat TrxR1 inhibition | recombinant rTrxR1, NADPH fluorescence consumption, selenite substrate | Potency, µM (top dose mostly 114 µM), for inactives: top-dose activity change, negative = inhibition, usual class: inhibitors | 390,000 compounds, 1% hits | AID 588453; note: % is set by controls: 0 for no effect and ±100 for the full control effect; nearly all actives have a fitted effect of over 65% in size
#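 Rat TrxR1 (90 nM in the dispensed reagent) was pre-reduced with 400 uM NADPH for 5 min at room temperature, then incubated with compound for 15 min. After 400 uM selenite was added, NADPH fluorescence (Ex 340/Em 450 nm) was followed for 8 min.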
# The depositor's hits bear a star; i = inactive; u = inconclusive; x = not tested or not shown; & = joins results of further samples; [ ] = dose if it differs, or a comment. Unless noted, calls come from the whole dose curve; as a rule, active = well fitted curve in the direction sought with a large enough effect; inconclusive = small, poorly fitted or top-dose-only effect, or another doubt; inactive = no such curve, though single readings can be large; an effect the other way counts as inactive or inconclusive. Potency is the fitted concentration of half-maximal effect. A portion of the library; count on the stated rates, not on these rows.
TrxR1 inh,ALOX12 inh,RGS4 inh,Tb PGK inh,ERG-DNA inh,GLS inhibitor,Pin1 inh,HP1b binding inh,JMJD2A Tudor inh,smiles
4%,-2%,2%,-8%,10%,0%,-7%,36%,-10%,Cc1ccccc1S(=O)(=O)c1cc(C#N)c(=O)[nH]c1N
-4%[57.1 µM],-6%,3%,-4%,1%,0%,30%,30%,10%,Cc1cn2c(=O)cc(COC(=O)c3ccc(NC(=O)COc4ccccc4F)cc3)nc2s1
u,u,u,-2%,1%,6%,-1%,-3%,-35%,Cc1onc(-c2ccccc2)c1C(=O)NC(=S)Nc1sc2c(c1C#N)CCCC2
-8%[57.1 µM],u,u,-7%,5%,-14%,u,35µM*,-20%[11.4 µM],CCOc1cc(/C=C2\SC(=O)N(CC(=O)Nc3ccccc3F)C2=O)cc([N+](=O)[O-])c1O
-2%,-2%,-4%,i,7%,-1%,5%,24%,-14%,Cc1cc(C)n(CC(O)CN(c2ccccc2)S(=O)(=O)c2ccc3ccccc3c2)n1 (stereo not given)
7%,5%,-7%,-5%,1%,3%,0%,13%,-22%,Cc1ccc(-c2nn3nnnc3c3ccccc23)cc1
-4%,2%,2%,-7%,x,-1%,-1%,8%,-19%,CSc1cnc2c(N)nc(N(C)C)nc2n1
-5%[2.29 µM],13%,4%,x,x,8%,12%,0%,-32%,COc1ccc(-c2ccc(SCC(=O)N3c4ccccc4CC3C)nn2)cc1OC (stereo not given)
7%,10%,u,10%,-2%,-17%,-4%,14%,-13%,CN(C)C(=O)N=NC(=O)N(C)C
8%[57.1 µM],-21%,14%,-2%,-11%,-2%,-1%,29%,-1%,Cc1ccccc1NC(=O)Nc1ccccc1C(=O)NCc1ccccc1
u,-12%,-16%,-9%,0%,0%,4%,31%,-3%,COc1ccc(-c2nc(CS(=O)CC(=O)NCc3ccc(Cl)cc3)c(C)o2)cc1OC (stereo not given)
-2%,35%,26%[11.4 µM],-4%,-18%,13%,-1%,40%[activator],-5%,COc1ccc(-c2c(NC(=O)c3ccco3)oc3c(C)cccc3c2=O)cc1
27%,22%,14%,4%,1%,5%,2%,7%,-19%,COc1cc(C(=O)NNC(=O)/C=C/c2ccccc2)cc(OC)c1OC
3%,7%,-2%,7%,x,-4%,-8%,35%,-14%,CCOC(=O)CSC1=C(C#N)C(c2ccc(C)s2)CC(=O)N1 (stereo not given)
10%,-20%,27%,1%,3%,0%,5%,14%,4%,COC(=O)c1ccc(CN(c2ccccc2Cl)S(C)(=O)=O)cc1
18%,-1%,6%,i,10%,5%,4%,20%,8%,Cc1ccc(S(=O)(=O)c2c(C)nn(C(C)(C)C)c2OC(=O)CC(C)C)cc1
1.1µM*,-21%,-47%,-4%,-1%,-6%,-4%,u,-27%,CCc1[nH]c(=O)[nH]c1C(C)S(=O)(=O)c1ccc(C)cc1 (stereo not given)
7%,9%,0%,-1%,-3%,23%,1%,15%,-5%,CCOC(=O)c1c(-c2ccc(C)cc2)csc1NC(=O)c1cc2ccccc2oc1=O
33%,-7%,27%,i,0%,0%,-2%,27%,-6%,Cc1nc2ccc(NC(=O)c3ccco3)cc2nc1C
-21%&5%,-25%,17%&12%,-1%,6%,7%,-3%&-12%,30%[57 µM],-4%[57.1 µM],O=C(O)CSc1ccc2nnc(-c3cccnc3)n2n1
4%,6%,8%,2%,1%,0%,3%,36%,-2%,CCc1ccc(CN2CCCC(CNC(=O)c3cc(OC)cc(OC)c3)C2)cc1 (stereo not given)
7%,-5%,-8%,-4%,8%,-15%,1%,28%,6%,COc1ccccc1CNC(=O)COC(=O)c1ccc(C)c(S(=O)(=O)N2CCOCC2)c1
13%,33%[activator],1%,-1%,11%,-5%,0%,36%,-11%,COc1ccccc1CC(=O)Nc1ncc(C)s1
12%,26%,44%,-2%,1%,3%,-2%,22%,-12%,COc1ccc(OC)c(NC(=O)Nc2cnccn2)c1
13%,350%[activator],-14%,2%,-4%,-3%,u,25%,-13%,N#Cc1ccc(OCC(=O)N2CCN(S(=O)(=O)c3ccc(Cl)s3)CC2)cc1
3%[57.1 µM],191%[activator],-8%,2%,21%,-4%,22%,54%[activator],-15%,O=C(Cn1ncc2c(=O)oc3ccccc3c21)NCC1COc2ccccc2O1 (stereo not given)
-8%[57.1 µM],-3%,-9%,10%,5%,13%,-4%,7%,-12%,Cc1c(Cl)cccc1NC(=S)N1CCN(Cc2ccc3c(c2)OCO3)CC1
11%,286%[activator],3%,-3%,8%,-4%,-2%,41%[activator],1%,Cc1cccc(N2C(=O)C3C4C=CC(C4)C3C2=O)c1 (stereo not given)
-6%,u,-3%,2%,0%,0%,u,12%,-31%,Cc1ccc(Cn2c(O)c(N=O)c3ccccc32)cc1
3%,11%,-5%,i,-2%,-11%,3%,41%[activator],-6%,CC(C)CCNC(=O)c1cc2c(s1)-c1ccccc1S(=O)(=O)C2
8%,0%,-8%,9%,1%,4%,10%,36%,-23%,COc1ccc(-c2noc(CSc3nnc(-c4ccncc4)n3-c3cccc(C)c3)n2)cc1OC
-4%,0%,-18%,6%,-2%,21%,1%,33%,-6%,NNC(=O)CCS(=O)(=O)c1ccc2ccccc2c1
0%[57.1 µM],-21%,-2%,-11%,-8%,1%,1%,9%,-26%,CCN(CC)C(=O)c1c2c(nc3ccccc13)-c1ccccc1CC2
10%,-6%,24%[11.4 µM],-2%,-1%,0%,-4%,-9%,u,CCSc1nc2ccccc2n1CC(=O)N1CCOCC1
29%,4%,-8%,-4%,-8%,0%,-4%,28%,13%,O=C(N/N=C/c1c(Cl)cccc1Cl)c1n[nH]c2c1CCCC2
23%,-19%,2%,-3%,-7%,-8%,4%,20%,-12%,CC(C)c1ccccc1NC(=O)COC(=O)c1ccc(Cl)c(S(=O)(=O)N2CCCCCC2)c1
-11%,16%,6%,-3%,2%,8%,-2%,50%[activator],2%,Cc1csc(SCc2nnc(-c3ccc(Cl)cc3)o2)n1
32%,-2%,7%,-3%,7%,-12%,1%,21%,-14%,COc1ccc(C(=O)Nc2ccc(C3(C#N)CCCC3)cc2)cc1OC
38%[activator],-13%,13%,i,-3%,-13%,6%,15%,-26%,COc1ccc(NC(=O)c2cc3c(=O)[nH]c4ccccc4c3n2C)cc1Cl
28%[11.4 µM],-3%,-4%,0%,-4%,-8%,5%,28%,-16%,CCC(=O)Nc1nonc1-c1nc2ccccc2n1CC(C)C
116%[activator],3%,18%,i,-3%,2%,16%,24%,8%,CCc1ccc(S(=O)(=O)c2nnn3c2nc(NCc2ccccc2)c2cc(Cl)ccc23)cc1
-5%[57.1 µM],-12%,2%,4%,2%,-4%,2%,-23%,-20%,O=C(O)c1c(NC(=O)N2CCCC2)sc2c1CCCC2
9%,22%,-38%,5%,4%,-20%,-5%,23%,1%,c1ccn2c(SCc3cn4ccsc4n3)nnc2c1
3%,u,1%,-8%,-5%,-4%,-1%,u,3.2µM*,CCC(C)NCCOCCOc1ccc(F)cc1 (stereo not given)
11%,2%,-8%[11.4 µM],-1%,-5%,2%,3%,42%[activator],10%,CCOC(=O)Cc1nnc(NC(=O)C2CCCCC2)s1

# Whole records, looked up by structure. Screens in order: TrxR1 inh, ALOX12 inh, RGS4 inh, Tb PGK inh, ERG-DNA inh, GLS inhibitor, Pin1 inh, HP1b binding inh, JMJD2A Tudor inh
# Profile of CCN(CC)C(=O)c1c2c(nc3ccccc13)-c1ccccc1CC2 : 0%[57.1 µM], -21%, -2%, -11%, -8%, 1%, 1%, 9%, -26%
# Profile of Cc1cn2c(=O)cc(COC(=O)c3ccc(NC(=O)COc4ccccc4F)cc3)nc2s1 : -4%[57.1 µM], -6%, 3%, -4%, 1%, 0%, 30%, 30%, 10%

# Other compounds follow.
TrxR1 inh,ALOX12 inh,RGS4 inh,Tb PGK inh,ERG-DNA inh,GLS inhibitor,Pin1 inh,HP1b binding inh,JMJD2A Tudor inh,smiles
5%[57.1 µM],7%,-5%,-7%,4%,-4%,1%,28%,-10%,Cc1ccc(OCCC(=O)Nc2ccccc2C(=O)N2CCCCC2)cc1
7%,-7%,29%,-2%,-9%,0%,0%,19%,-17%,Cc1ccc(C)c(N2CCN(C(=O)CCS(=O)(=O)c3ccc4c(c3)NC(=O)C(C)S4)CC2)c1 (stereo not given)
6%,-14%,-20%,-6%,-10%,9%,0%,9%,-21%,C=CCc1ccc(OCCOc2cccc(/C=N/n3cnnc3)c2)c(OC)c1
2%,0%,3%,-6%,0%,2%,u,164%,114%[activator],COc1cccc(CN2C(=O)c3cccc(N)c3C2=O)c1
4%[57.1 µM],-23%,13%,7%,-26%,7%,3%,23%,-8%,COc1ccc(-n2c(/C=C/c3cccc4ccccc34)nc3ccccc3c2=O)cc1OC
-8%,482%[activator],14%,0%,6%,0%,1%,31%,-9%,O=C(CSc1nc2scc(-c3ccccc3)c2c(=O)[nH]1)N1CCOCC1
8%[57.1 µM],-4%,-3%,-7%,-1%,0%,-1%,27%,-19%,COC(=O)c1ccc2c(=O)n3nc(Nc4cc(OC)ccc4OC)sc3nc2c1
19%,-1%,-25%,-2%,7%,-8%,u,23%,-30%,NC(=O)c1ccsc1NC(=O)COC(=O)Cc1cccc2ccccc12
18%,20%,-9%,-3%,-9%,0%,-10%,37%,10%,O=C(O)C1CCN(C(=O)CSc2nnc(-c3ccccc3)o2)CC1
-9%,0%,9%,-6%,-14%,-4%,4%,27%,-15%,O=C1C2C3C=CC(C2C(=O)N1c1ccc(O)cc1)C1C2C(=O)N(c4ccc(O)cc4)C(=O)C2C31 (stereo not given)
